Screens as filed in PubChem.
S1P4 antag: antagonists of human S1P4 receptor; inhibition, % at 4.98 µM; hit rate 0.26% among 220,000; S1P4-expressing cells, antagonist mode, reporter read-out; O95977; AID 1510; in the data active means inhibition above about 29%;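 further: 0% = wells stimulated with agonist and 100% = vehicle wells without agonist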
Ba/F3 V617F tox: loss of viability in JAK2V617F-driven Ba/F3 cells; hit rate 1.1% among 220,000; Ba/F3 EpoR-JAK2V617F viability, ATP luminescence; inhibition, % at 5.6 µM;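 active means inhibition above the campaign mean plus 3 SD over all tested compounds, cut at about 24% in these data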;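 further: cytokine-independent growth of Ba/F3 cells driven by EpoR plus mutant JAK2; 0% = DMSO-treated cells and 100% = JAK inhibitor I control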
CHOP inh: inhibitors of CHOP induction in ER stress response. hit rate 3.8% among 220,000. inhibition, % at 10 µM. CHO-K1 CHOP-promoter luciferase, tunicamycin-induced, 15-18 h;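 active means compounds that reduced the stress-induced luciferase reporter signal by more than about 70% of percent inhibition, limit read from the data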;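 further: 0% = tunicamycin plus vehicle and 100% = wells without tunicamycin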
S1P4 agonist: activates the human S1P4 receptor; O95977; S1P4-expressing cell line, agonist reporter assay; activation, % at 4.98 µM; hit rate 0.35% among 220,000; AID 1509; in the data active means activation above about 11%;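 further: 0% = DMSO vehicle and 100% = reference agonist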
p47phox inh: blocks human p47phox regulatory protein of NADPH oxidases. p47phox/p22phox peptide binding, fluorescence polarization, 2 h. inhibition, % at 24.7 µM. P14598. hit rate 0.53% among 220,000;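 active means inhibition above about 30%, limit read from the data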;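 further: 0% = p47phox with labelled peptide and 100% = labelled peptide alone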
Target sequence (P14598 whole entry, looked up): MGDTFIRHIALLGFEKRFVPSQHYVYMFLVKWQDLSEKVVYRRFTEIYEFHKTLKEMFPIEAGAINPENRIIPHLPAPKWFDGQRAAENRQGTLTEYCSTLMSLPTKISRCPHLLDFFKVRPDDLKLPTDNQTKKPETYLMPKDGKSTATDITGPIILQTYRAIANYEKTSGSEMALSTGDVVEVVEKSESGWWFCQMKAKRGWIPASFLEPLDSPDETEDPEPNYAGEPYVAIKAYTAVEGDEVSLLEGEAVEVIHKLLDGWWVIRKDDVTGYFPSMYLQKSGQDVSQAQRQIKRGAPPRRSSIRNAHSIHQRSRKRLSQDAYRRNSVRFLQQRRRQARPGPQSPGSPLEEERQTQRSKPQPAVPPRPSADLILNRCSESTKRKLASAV
NPY2 pot ag: human NPY-Y2 potentiation or agonism, primary screen | hit rate 0.45% among 220,000 | P49146 | cells expressing NPY-Y2, potentiator/agonist read-out | AID 1359 | activation, % at 3.6 µM; in the data active means activation above about 27%;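 further: cells stimulated with NPY near EC25 plus isoproterenol at EC100; 0% = vehicle plus submaximal agonist and 100% = vehicle plus saturating agonist; some results beyond the cut were filed as inactive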
NPY Y1 blocker: blocks the human neuropeptide Y Y1 receptor; HEK293-CNG Y1 cells, membrane potential fluorescence; NPY at EC95, then isoproterenol; inhibition, % at 3.6 µM; hit rate 1% among 200,000; AID 1040;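 active means inhibition above the campaign mean inhibition of all tested compounds plus 3 SD, cut at about 20% in these data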;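 further: 0% = DMSO wells given NPY plus isoproterenol and 100% = isoproterenol alone without NPY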
Target sequence (P25929 whole entry, looked up): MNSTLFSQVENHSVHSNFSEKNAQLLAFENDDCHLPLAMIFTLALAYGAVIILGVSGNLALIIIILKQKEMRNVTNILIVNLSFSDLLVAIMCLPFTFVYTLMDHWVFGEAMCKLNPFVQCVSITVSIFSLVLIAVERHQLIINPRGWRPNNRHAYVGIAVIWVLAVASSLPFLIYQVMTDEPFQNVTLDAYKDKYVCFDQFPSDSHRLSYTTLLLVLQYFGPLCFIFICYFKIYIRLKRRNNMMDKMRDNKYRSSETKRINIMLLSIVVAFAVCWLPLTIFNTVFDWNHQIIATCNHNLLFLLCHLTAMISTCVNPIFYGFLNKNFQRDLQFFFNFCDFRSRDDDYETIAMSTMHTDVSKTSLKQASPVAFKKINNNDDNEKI
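Benchmarks – high control isoproterenol alone, low control NPY with isoproterenol · Material – HEK293 Y1/CNG channel cell line · Times – dye 3 h, compound 60 min room temperature, stimulation 45 min · Probe or stimulus – NPY (25 nM), isoproterenol (1 µM), Ro 20-1724 (25 µM) · Evaluation – % inhibition of NPY effect · Signal – fluorescence, membrane potential probe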
BaF3 tox: counter-screen for JAK2V617F inhibitors: parental Ba/F3 viability inhibitors | CellTiter-Glo ATP luminescence | inhibition, % at 5.6 µM | hit rate 1.1% among 220,000 | AID 1486;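 active means inhibition above a per-campaign cutoff, the mean inhibition of all tested compounds plus 3 SD, cut at about 27% in these data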;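 further: 0% = DMSO wells and 100% = JAK Inhibitor I control wells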
NPY-Y1 PAM-ag: human NPY-Y1 potentiation or agonism, primary screen. P25929. NPY-Y1 expressing cells, potentiator/agonist activation. activation, % at 3.6 µM. hit rate 0.37% among 220,000; in the data active means activation above about 33%, passing the limit was not always enough;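 further: cells stimulated with NPY at EC10 then isoproterenol at EC100; 0% = low agonist plus stimulus and 100% = saturating agonist plus stimulus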
The depositor's hits bear a star; / = not tested or not shown.

SMILES	S1P4 antag	Ba/F3 V617F tox	CHOP inh	S1P4 agonist	p47phox inh	NPY2 pot ag	NPY Y1 blocker	BaF3 tox	NPY-Y1 PAM-ag
Cc1cccc(N2CCN(C(=O)CS(=O)(=O)Cc3nc(-c4ccccc4F)oc3C)CC2C)c1 (centres undefined)	-7	2	98*	-0.8	-10	-8	7	6	-16
CC(=O)Nc1ccc(NC(=O)Cn2c(=O)n(-c3ccc(C)cc3)c(=O)c3oc4ccccc4c32)cc1	-22	1	13	0.3	0	5	-2	0	10
Cc1ccc(NC2=NC(c3ccc(C)cc3)n3c(nc(C)cc3=O)N2)cc1 (centres undefined)	-17	0	28	0.3	-8	-18	-1	0	-20
Cc1ncc(N=Nc2ccc(F)cc2)c(-c2ccc(Cl)cc2)n1	-9	-2	55	0.6	-11	-19	-2	8	-14
O=c1cc(N2CCOCC2)[nH]c(=O)n1-c1ccc(Cl)cc1	-9	2	5	-0.6	7	-8	7	9	-12
CCCc1[nH]nc2c1C(c1ccc(OCCN3CCOCC3)c(OC)c1)C(C#N)=C(N)O2 (centres undefined)	-11	1	11	-0.8	-12	-1	9	7	0
CCOC(=O)C(=CNc1cc(C)ccc1-n1cccc1)C(=O)OCC	-13	3	53	-1.2	1	0	/	-2	22
COc1ccccc1CNC(=O)CSc1nn2c(=O)c(C(C)(C)C)nnc2s1	-13	-1	36	-0.1	-20	9	6	8	4
C#CCNC(=O)C1=C[C@H](C2CCCCC2)C[C@H](OCCCCO)O1	8	-3	11	-0.3	-17	0	-4	-1	-5
O=C(c1ccc2c(c1)OCCO2)N1CCCC(CNS(=O)(=O)c2cccs2)C1 (centres undefined)	-7	2	-13	2.4	6	2	0	4	-1
Cc1cccc(NC(=O)CN2C(=O)N/C(=C/c3cc(C)n(-c4ccncc4)c3C)C2=O)c1	-5	-8	-16	-0.2	46*	4	0	3	1
C=CCn1c(-c2cccs2)nc2nc3ccccc3nc21	-11	-1	-27	3.6	-12	-4	-4	3	-4
COc1cccc(N2CCN(C(=O)c3c(C)nn(-c4ccccc4)c3C)CC2)c1	-1	6	8	-1.1	4	-6	8	6	-6
CN(Cc1ccccc1)C(=S)Nc1ccc(OC(F)F)cc1	2	-2	23	0.5	-1	18	0	1	19
CCCC1CC(CSc2ncn[nH]2)OC1=O (centres undefined)	3	0	-1	0.0	-3	3	4	3	7
CCOc1ccc2[nH]c(=O)c(CN(CCO)C(=O)c3ccc(OC)c(OC)c3)cc2c1	-3	0	28	-0.1	-7	-13	14	5	-16
COc1ccc(NC(=O)CSc2nnc(-c3cccnc3)n2C)cc1	13	3	15	0.0	4	7	/	-2	-1
COc1ccc(CCN=C(NS(=O)(=O)c2ccccc2)c2ccccc2)cc1OC	-3	0	6	-1.4	-7	1	3	4	10
CCOC(=O)c1cnc2c(C#N)c(C)nn2c1C	-12	3	-11	0.5	25	6	1	6	-3
COc1ccc(-c2nc(-c3ccc(Br)o3)no2)cc1	-15	-2	76*	0.7	-20	20	3	8	8
COC(=O)c1ccccc1NC(=O)NCC1CCCO1 (centres undefined)	-14	-1	-5	0.3	1	1	3	-2	-14
Cn1c(=O)c(C(=O)Nc2cccnc2)c(O)c2ccccc21	-21	0	/	0.5	/	16	-3	2	-15
N#C/C(=C\N1CCOCC1)c1ccccc1	4	-1	0	-0.9	-4	-4	3	4	-7
CCCn1c(=O)c(C(=O)N/N=C/c2ccccc2F)c(O)c2ccccc21	-8	-1	68	1.9	7	0	10	6	7
Cc1cc(NNC(=O)Nc2cccc(Cl)c2)nc2c1c(C)nn2C	10	18	62	-1.0	-8	14	/	1	-14
O=C(O)CSC1CC(=O)N(c2ccc(Cl)c(Cl)c2)C1=O (centres undefined)	-10	3	32	-1.3	-17	15	-3	3	6
c1ccc(Cn2nnnc2CN2CCN(c3ncccn3)CC2)cc1	-39	-2	-9	3.0	-5	3	-3	3	-1
c1ccc(COC2CCCN(Cc3nc(-c4cccs4)no3)C2)nc1 (centres undefined)	1	0	6	0.5	-1	-4	2	0	-12
O=C(O)c1cccc(NC(=O)c2cccc(S(=O)(=O)N3CCc4ccccc4C3)c2)c1	17	-2	21	-0.2	0	4	-2	11	-6
COC(=O)CC1COc2ccccc2N1C(=O)c1cccc(C(F)(F)F)c1 (centres undefined)	0	0	-4	0.6	-8	15	7	8	-1
CCC1CCCCN1CCNC(=O)CCS(=O)(=O)c1ccc(Br)cc1 (centres undefined)	-8	-1	-2	-2.6	-16	-9	2	3	6
Cc1cccc(N2C(=O)C(Oc3ccc(Cl)cc3Cl)C2C=O)c1C (centres undefined)	-36	-2	18	1.9	2	10	0	9	54*
Cc1cccc(NC(=O)C2CC(=O)n3ncnc3N2)c1 (centres undefined)	-7	-2	5	1.7	-17	18	/	1	10
COc1cccc(-c2cc(C(=O)Nc3c(C)n(C)n(-c4ccccc4)c3=O)no2)c1	-4	1	31	0.4	-6	2	10	3	-4
CCn1cc(Cl)c(C(=O)Nc2cc(C(=O)OC)cc(C(=O)OC)c2)n1	-3	6	0	-0.8	2	-5	2	9	-13
Nc1nnc(CSCc2ccccc2Cl)s1	7	-2	-5	-1.8	-9	-3	/	-2	1

Rewritten comma-delimited: part of the list above
SMILES,S1P4 antag,Ba/F3 V617F tox,CHOP inh,S1P4 agonist,p47phox inh,NPY2 pot ag,NPY Y1 blocker,BaF3 tox,NPY-Y1 PAM-ag
Cc1cc(NNC(=O)Nc2cccc(Cl)c2)nc2c1c(C)nn2C,10,18,62,-1.0,-8,14,/,1,-14
O=C(O)CSC1CC(=O)N(c2ccc(Cl)c(Cl)c2)C1=O (centres undefined),-10,3,32,-1.3,-17,15,-3,3,6
c1ccc(Cn2nnnc2CN2CCN(c3ncccn3)CC2)cc1,-39,-2,-9,3.0,-5,3,-3,3,-1
c1ccc(COC2CCCN(Cc3nc(-c4cccs4)no3)C2)nc1 (centres undefined),1,0,6,0.5,-1,-4,2,0,-12
O=C(O)c1cccc(NC(=O)c2cccc(S(=O)(=O)N3CCc4ccccc4C3)c2)c1,17,-2,21,-0.2,0,4,-2,11,-6
COC(=O)CC1COc2ccccc2N1C(=O)c1cccc(C(F)(F)F)c1 (centres undefined),0,0,-4,0.6,-8,15,7,8,-1
CCC1CCCCN1CCNC(=O)CCS(=O)(=O)c1ccc(Br)cc1 (centres undefined),-8,-1,-2,-2.6,-16,-9,2,3,6
Cc1cccc(N2C(=O)C(Oc3ccc(Cl)cc3Cl)C2C=O)c1C (centres undefined),-36,-2,18,1.9,2,10,0,9,54*
Cc1cccc(NC(=O)C2CC(=O)n3ncnc3N2)c1 (centres undefined),-7,-2,5,1.7,-17,18,/,1,10

The listing continues:
SMILES	S1P4 antag	Ba/F3 V617F tox	CHOP inh	S1P4 agonist	p47phox inh	NPY2 pot ag	NPY Y1 blocker	BaF3 tox	NPY-Y1 PAM-ag
O=C(CN1CCOCC1)N/N=C/c1ccc(-c2ccc(C(=O)O)cc2)o1	-17	2	-8	1.5	-1	-18	/	2	-1
O=C(Nc1ccc(Cl)cc1Cl)NC1CCN(S(=O)(=O)c2ccc(F)cc2)CC1	-6	-1	81*	0.5	-14	6	/	-11	48*
Cc1ccc(C2CC(C(F)(F)F)n3nc(C(=O)NCc4ccco4)cc3N2)cc1 (centres undefined)	3	-5	51	-1.0	10	5	-7	-1	-5
O=C(c1ccc(Cl)cc1)N1C2C=CC(C2)C1(C(F)(F)F)C(F)(F)F (centres undefined)	2	0	-5	-1.4	-2	4	1	2	17
CCn1cc(NC(=O)CCl)c(C)n1	2	3	-29	-0.6	11	0	-4	3	-3
Cc1nc2c(=O)n(-c3cccc(C(F)(F)F)c3)nc(C)c2s1	9	-1	-7	1.1	12	-7	/	2	12
CS(=O)(=O)N(CC(=O)N1CCN(C(c2ccccc2)c2ccccc2)CC1)C1CCCCC1	3	1	79*	-0.9	-6	-2	-3	3	6
COc1ccccc1C(=O)n1nc(-c2cccnc2)nc1NCc1ccccc1	-10	-4	-4	2.5	-7	-7	5	3	1
COc1nc(NCCN2CCOCC2)nc(Nc2ccc([N+](=O)[O-])cc2)n1	-3	3	5	0.1	-4	-4	-2	9	16
CCSc1nnc(NC(=O)CSc2nnc(-c3c[nH]c4ccccc34)n2CC)s1	-18	2	-8	0.5	-22	5	2	1	-3
CCCC1(C(=O)OC)NC(c2ccco2)C2C(=O)N(C)C(=O)C21 (centres undefined)	-5	-4	-9	0.0	-1	-12	10	-1	9
CN(C)c1ccc(Nc2nc(N)c([N+](=O)[O-])c(N3CCOCC3)n2)cc1	10	0	20	0.4	2	5	-3	3	11
CC(C)Cn1c(=O)c(C(=O)N/N=C/c2cccc(F)c2)c(O)c2ccccc21	-5	-4	82*	0.6	4	0	2	3	-3
FC(F)(F)c1nc(-c2ccccc2)ncc1-c1nnnn1-c1ccccc1	5	2	49	-0.2	-8	-26	/	1	-18
Cc1cc(C)c2c(C)c(C(=O)Nc3c(C)n(C)n(-c4ccccc4)c3=O)oc2c1	-3	4	56	-2.0	3	1	0	4	4
CCC1(C)Cc2nc(Cl)c(C#N)cc2CO1 (centres undefined)	-8	-4	-7	0.5	4	10	/	3	13
O=C(CSc1ccc2c(c1)OCCO2)Nc1ccc(Br)cc1	0	-2	23	-1.8	-8	-2	8	5	-18
Cc1cccc(C2=NC(C(F)(F)F)(C(F)(F)F)c3c(n(-c4ccc(F)cc4)c(=O)[nH]c3=O)N2)c1	-4	-2	23	-0.4	19	-3	0	2	-9
CC(C)OCCCn1c(=S)[nH]c2ncccc2c1=O	3	1	63	-0.9	-12	8	-1	4	2
O=C(CN1C(=O)c2ccccc2S1(=O)=O)N1CCN(Cc2ccc3c(c2)OCO3)CC1	-4	2	43	-1.4	7	-28	16	4	6
Cn1nnnc1SCC(=O)c1ccc(Br)s1	0	-1	-20	-1.6	-13	3	3	3	25
C/C=C/C(=O)Nc1nnc(-c2ccccc2C)s1	2	-2	85*	0.3	9	2	-1	2	4
Cc1cccc2nc(CSc3nc4[nH]ncc4c(=O)n3-c3ccccc3Cl)cc(=O)n12	14	4	19	1.2	-3	-6	-2	4	-36
COc1ccc(CCNC(=O)c2ccccc2SC)cc1	8	-7	-4	-0.9	-5	-7	-7	0	25
COc1cc(/C=N/NC(=O)CCNC(=O)c2ccccc2Cl)ccc1O	-13	-1	5	-0.7	2	5	1	3	10
Cc1ccc(C(=O)c2ccc(N3CCOCC3)c(F)c2)cc1	-4	-4	-16	-0.3	2	12	4	2	-11
CCn1c(NC(=O)c2ccccc2)c(-c2cccs2)c(=O)c2ccccc21	-13	-1	-10	0.7	5	-5	0	6	-14
Cc1cc(NC(=O)Cn2cnc3c2c(=O)n(C)c(=O)n3C)n(-c2ccccc2)n1	7	3	-35	-1.1	-10	-7	3	6	4
O=C(/C=C/c1cccc([N+](=O)[O-])c1)NC(=S)Nc1ccc(CN2CCOCC2)cc1	5	-3	-29	4.8	-4	-3	5	-2	1
C=CCNC(=O)CC(=O)N/N=C/c1cccc(Br)c1	-5	-1	-15	-1.1	-10	-19	5	6	8
